From PubChem
mcGAS RapidFire: blocks mouse cGAS cGAMP production; actives 0.18% (n = 130,000); AID 1259397; Q8C6L5; inhibition, % at 12.5 µM; recombinant mouse cGAS, cGAMP by RapidFire MS;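 active = inhibition of cGAS enzyme activity at or above 60%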;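 note: enzyme stimulated by 45 bp dsDNA with ATP and GTP substrates; cGAMP share of summed cGAMP plus half ATP and half GTP signals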
Target sequence (Q8C6L5 whole entry, looked up): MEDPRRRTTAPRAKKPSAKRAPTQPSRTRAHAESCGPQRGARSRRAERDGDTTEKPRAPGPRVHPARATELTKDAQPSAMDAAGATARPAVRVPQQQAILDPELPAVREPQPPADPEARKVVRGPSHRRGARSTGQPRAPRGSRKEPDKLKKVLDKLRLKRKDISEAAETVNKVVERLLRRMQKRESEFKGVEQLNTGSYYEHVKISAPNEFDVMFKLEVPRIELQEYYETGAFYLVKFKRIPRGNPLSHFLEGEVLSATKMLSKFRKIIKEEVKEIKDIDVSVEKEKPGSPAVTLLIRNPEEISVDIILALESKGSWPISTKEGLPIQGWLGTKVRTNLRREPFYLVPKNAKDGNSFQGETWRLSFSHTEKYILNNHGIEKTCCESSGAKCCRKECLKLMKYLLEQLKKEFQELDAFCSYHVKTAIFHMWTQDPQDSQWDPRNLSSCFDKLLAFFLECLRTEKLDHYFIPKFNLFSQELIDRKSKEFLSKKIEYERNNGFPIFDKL
Numbers without * were called inactive; & = joins results of further samples. A portion of the library; count on the stated rates, not on these rows.

mol | mcGAS RapidFire
Cc1nc(SCC(=O)c2cc(C)n(C)c2C)n(CC(C)C)c1C | -21.3
CC(=O)NCC1=CCCN(CCN2CCCC2)C1 | -7.8
O=C1NCCN(Cc2ccccc2C(F)(F)F)C1CC(=O)N1CCCCO1 (configuration not stated) | 4.1
Nc1c(C(=O)Nc2cc(Cl)ccc2Cl)sc(NC2CCCCC2)c1C(=O)NC1CC1 | -13.2
Cc1ccc(SCC(=O)N2CCN(Cc3ccccc3)C2=O)cc1 | -3.7
COc1cc(=O)n2c(c1C(=O)NC(C)c1ccco1)CCN(Cc1cn(C)nc1C)CC2 (configuration not stated) | -9.9
Cc1cc(NC(=O)C(OC(=O)c2ccccc2)c2ccccc2)no1 (configuration not stated) | -7.1
CCCC1=NN(C(=O)c2ccc(Br)cc2)C(O)(C(F)(F)F)C1 (configuration not stated) | -21.4
CCOCC(=O)Nc1ccc(Sc2cccs2)cn1 | -5.9
COC(=O)c1sc2cc([N+](=O)[O-])cc(SC3CCCCC3)c2c1NC(C)=O | -7.5
O=C(NC1CCCC1)c1ccc(NCc2ccc(N3CCCC3)nc2)nn1 | -7.4
Cc1ccc2cc(CNc3ccc(C#N)cc3)c(Cl)nc2c1 | -7.8

mol | mcGAS RapidFire
C=CCn1c(SCc2ccc(C)cc2)nc2c1c(=O)[nH]c(=O)n2C | -4.5
OCc1sc(N2CCOCC2)nc1-c1ccccc1 | 0.7
CCn1nnc2c(N3CC(C)CC(C)C3)ncnc21 (configuration not stated) | -10.0
CCC(C)c1ccccc1NC(=O)c1ccc(=O)[nH]c1 (configuration not stated) | -1.7
COc1cc(NC(=O)COc2cc(F)ccc2[N+](=O)[O-])cc(OC)c1OC | -9.4
Cc1cc(NC(=O)CN2C(=O)/C(=C/c3c(Cl)cccc3Cl)SC2=S)no1 | -1.1
O=[N+]([O-])c1ccccc1C1c2cccn2CCCN1Cc1c(F)cccc1F (configuration not stated) | -12.1
CC1(C(=O)Nc2ccccc2F)CCN1Cc1ccc(-c2ccccc2)o1 (configuration not stated) | 0.1
O=C(O)c1cc(-c2ccncc2)cc(S(=O)(=O)N2CCSCC2)c1 | -2.0
CC(=O)OC12CC3CC(C1)CC(C(=O)O)(C3)C2 | -6.5
Cc1nc(SC(C)C(N)=O)c2c3c(sc2n1)CCC3 (configuration not stated) | -2.4
Cc1ccsc1/C=C/C(=O)Nc1cccc(S(C)(=O)=O)c1 | 1.1

mol | mcGAS RapidFire
COc1ccc(Br)c(C(=O)Nc2cc(C(=O)NCc3ccccc3OC)ccc2N2CC3CC(C2)c2cccc(=O)n2C3)c1 (configuration not stated) | 0.2
CCCc1nc(NCCc2c(C)n[nH]c2C)c2cnn(C)c2n1 | -42.5
O=C(c1ccc(Nc2cccc(C(F)(F)F)c2)nc1)N1CCc2c([nH]c3ccccc23)C1 | 7.6
COC12C=CC(CC1)c1c(OC(C)=O)ccc(OC(C)=O)c12 (configuration not stated) | -8.1
CC(=O)c1c(C)nn(CCC(=O)N2CCC(c3ccccc3C(=O)O)C2)c1C (configuration not stated) | -22.5
COc1ccc(C(N)c2ccccc2OC)cc1 (configuration not stated) | -10.8&-2.9
Cc1ccccc1CNc1ccnc(C(=O)NCCN2CCOCC2)c1 | -30.3
Cn1ccnc1CN1CC[C@@](C)(O)[C@@H](Cc2ccccc2)C1 | -18.2
CC(=O)N(CCN1CCCCC1)CC1CCCN(C2CCCC2)C1 (configuration not stated) | 0.7
CCC(=O)Nc1ccc(SCC(=O)c2ccc(C)cc2C)nn1 | 0.8
CC(=O)NCCNc1nc2cc(-c3ccc(C)cc3)sc2c(=O)n1C | 4.0
C=CCNS(=O)(=O)c1ccc(Cl)c(Cl)c1 | -4.9

mol | mcGAS RapidFire
Clc1cncc(N2CCC(c3nc(C4CC4)n[nH]3)CC2)n1 | -8.8
Cc1cc(C)c(S(=O)(=O)NC2CCN3CCCC23)c(C)c1 (configuration not stated) | -20.2
CCCc1nc(CN(CC)C(=O)C2CC(=O)c3ccccc32)no1 (configuration not stated) | -19.1
CC(C)c1cnc(S(=O)(=O)C(C)C(=O)N(C)C(C)C)n1C1CC1 (configuration not stated) | -3.2
Cc1ccc(C)c2c1NC(=O)/C2=N\N1CCN(C)CC1 | -2.0
Cc1nnc(C(C)Nc2ccc(N3CC(C)OC(C)C3)c(F)c2)o1 (configuration not stated) | -5.1
CC(C)=CC(=O)OC(C)C(=O)Nc1ccc2c(c1)OCO2 (configuration not stated) | 2.2
O=C(OC(c1cccnc1)C(F)(F)F)c1ccc2c(c1)OCO2 (configuration not stated) | -0.3
NC1CCN(CCCc2ccccc2)C1=O (configuration not stated) | -5.9
CC(C)N(Cc1nccn1C)C(=O)c1cccc(-c2cn[nH]c2)c1 | -30.6
OCC1(CCc2ccccc2)CCCN(c2ncccn2)C1 (configuration not stated) | -2.8
CC(=O)c1ccc(S(=O)(=O)Nc2c(C)cccc2C(=O)O)cc1 | -2.9

mol | mcGAS RapidFire
COc1ccc(C(C)NC(=O)Nc2cc(Cl)ccc2N2CCOCC2)cc1F (configuration not stated) | -2.0
Cc1c(C(=O)N2CCCCCC2)c(C(F)(F)F)nn1C1CCCN(C)C1 (configuration not stated) | -6.1
COc1ccc(CC(=O)NCc2nnc3nc(C)cc(C)n23)c(OC)c1 | -9.5
CCn1cc(NC(=O)Nc2cccc(OC)c2)c2ccccc21 | -7.9
CSc1ccc(C(=O)CCC(=O)NCCOc2ccccc2)cc1 | -5.5
OCc1ccccc1-n1ccc(-c2cccnc2)n1 | -15.5
C[C@H]1C(=O)N(C)CCN1C(=O)CCc1nnc(-c2ccc(-c3ccccc3)cc2)o1 | -4.3
Cn1nnnc1SCCn1cnc2c1c(=O)n(C)c(=O)n2C | 0.3
COc1cccc(C(C)N2CCC(OCC3CCCCO3)CC2)c1 (configuration not stated) | -47.3
O=c1[nH]nc(CN2CCCCC2)n1-c1ccc2c(c1)OCO2 | -19.3
Cc1ccc(-c2n[nH]c(=S)n2CC(=O)Nc2nccs2)cc1 | -9.4
CSc1ccc(NC(=O)CCC(=O)c2ccc3c(c2)OCCO3)cc1 | -0.2

mol | mcGAS RapidFire
CCN(C(=O)c1cccc(S(=O)(=O)N2c3ccccc3CC2C)c1)C1CCCCC1 (configuration not stated) | -11.5
O=C(c1cccc(Oc2ccccc2)c1)N1CCCC(O)(CO)CC1 (configuration not stated) | -25.2
Cc1ccc(F)c(NC(=O)C(=O)N2CCCC(NC(=O)C(C)C)C2)c1 (configuration not stated) | -1.9
Cc1ccc(-c2nnc(SCC(=O)NCCCN3CCCC3=O)o2)cc1C | -5.5
O=c1[nH]n2c(=O)c3ccccc3nc2c2ccccc12 | 90.3*
COc1cccnc1C(=O)N1CCOC(c2ccc(Cl)c(Cl)c2)C1 (configuration not stated) | -19.5
CCc1cnc(CNC(=O)NC(CC)CO)s1 (configuration not stated) | -2.5
Cc1ccc(Sc2c(C)nn(C(=O)c3cccnc3)c2C)cc1 | 1.5
CCn1c(C2CCCNC2)nn(Cc2ncccn2)c1=O (configuration not stated) | -7.3
O=c1cc(CSc2nnc3ccccn23)c2c(ccc3ccccc32)o1 | -3.5
CCOC(=O)CC(=O)CSC1=NS(=O)(=O)c2cc(Cl)ccc2N1 | -8.6
CCOC(=O)C(C)Oc1ccc2c(=O)c(Oc3ccc(OCC)cc3)coc2c1 (configuration not stated) | -10.2

mol | mcGAS RapidFire
Cc1ccc(C)c(-n2cc(CN(C)Cc3cnn(C)c3)c(-c3ccccc3)n2)c1 | 8.2
O=C(CCCCCCC(=O)N/N=C\C1CC2CCC1C2)N/N=C\C1CC2CCC1C2 (configuration not stated) | 0.6
CC(C)n1ncc2cc(NC(=O)N3CCN(C(=O)N4CCCCC4)CC3)cnc21 | -22.0
CN(C(=O)C=CC(=O)O)C1CCCCC1 | 14.8
COc1ccc(Cl)cc1CS(=O)CCC(=O)Nc1ccccc1 (configuration not stated) | -24.8
Cc1cccc(NC(=O)CC(NCCCN(C)C)C(=O)O)c1 (configuration not stated) | -7.9
O=C(Nc1cccc2c1C(=O)c1ccccc1C2=O)c1ccc(S(=O)(=O)N2CCCCC2)cc1 | -7.0
CC(C)CN1CCC(NC(=O)C(C)Oc2ccc(Br)cc2F)CC1 (configuration not stated) | -2.8
Cn1cc(Br)cc1C(=O)NNC(=O)c1cc(Cl)ccn1 | -16.9
COc1cccc(CC2(CO)CCN(C(=O)CCc3cccs3)CC2)c1 | -7.1
Cc1ccc(C2=NC(=Cc3ccc(N4CCOCC4)s3)C(=O)O2)cc1[N+](=O)[O-] | 0.2
CSc1ccccc1NC(=O)Cn1nc(C(F)(F)F)c(Br)c1C | 3.4

mol | mcGAS RapidFire
COc1cc(CNC(=O)NCC2CCN(Cc3cccs3)CC2)ccn1 | -5.1
O=C(O)c1csc(CSc2nnc(-c3ccco3)n2-c2ccccc2F)n1 | -0.9
COc1ccccc1CN1CC(C(=O)NCc2cc(F)ccc2C)CCC1=O (configuration not stated) | -17.7
CCc1csc(CNC(=O)c2cccc(-n3cccn3)c2)n1 | -8.6
O=C(N=Nc1c(O)[nH]c2ccc(Br)cc12)c1cccc(Cl)c1 | 4.7
CC1(C)CC(C=Cc2cccs2)=Nc2ccccc2S1 | -8.7
O=c1[nH]c(CNCc2ccco2)nc2sc3c(c12)CCCC3 | -9.8
CNCc1cn(C2CCN(Cc3c(OC)ccc(F)c3F)CC2)nn1 | 3.6
O=C(CSc1nnc(SCC(=O)NC2CCCCC2)s1)NC1CCCCC1 | -3.7
CC=CC=CC(=O)OCc1cc(=O)n2cc(Br)ccc2n1 | -13.4
Cc1cc(N(C)CCCc2[nH]nc(N)c2C#N)c2ccccc2n1 | -7.3
Cc1cc(C)n(CC(C)NCc2noc(C3CCCC3)n2)n1 (configuration not stated) | -12.9

mol | mcGAS RapidFire
N#CC(C(=O)c1ccc2c(c1)S(=O)(=O)c1ccccc1C2=O)c1ccc2ccccc2n1 (configuration not stated) | -9.1
O=C(c1csnn1)N1CCCC(N2CCN(c3cccc(C(F)(F)F)c3)CC2)C1 (configuration not stated) | -2.4
CC(C)C(Sc1nc(=O)[nH]n1C)C(=O)NC(N)=O (configuration not stated) | -5.8
CCOc1ccc(NC(=O)C2=COCCO2)cc1OCC | -4.1
CC(C)C1NC(=O)N(c2ccc(Br)cc2)OC1=O (configuration not stated) | -25.7
Cc1cccc(C(=O)Nc2c(C)nc3ccccn3c2=O)c1 | -16.3
CN(Cc1ccc2nccnc2c1)C(=O)c1ccc(OC2CCN(C(=O)C3CC3)CC2)cc1 | -1.8
CC(=O)Nc1ccc(NC(=O)c2c[nH]c(=S)n2-c2ccccc2)cc1Cl | -0.2
COc1ccc(CNC(=O)CCC2CCCN(Cc3cccc4ncccc34)C2)c(OC)c1 (configuration not stated) | -8.8
CC(=O)Oc1ccc(Cn2c(C)c(C(=O)NCc3ccccc3C(F)(F)F)sc2=O)cc1 | 0.5
NC(=O)c1cccc(CC2CCN(C(=O)CCc3cccc(F)c3)C2)c1 (configuration not stated) | -7.1
CCOC(=O)C1(CCOc2ccccc2)CCN(S(=O)(=O)c2ccccc2F)CC1 | -1.4

mol | mcGAS RapidFire
CCNC(=O)C1(C)CCCN(Cc2ccc(-c3ccccc3)o2)C1 (configuration not stated) | 1.3
CCOC(=O)c1cnc(SC)nc1-c1ccc(OC)nc1 | -11.2
Cc1cc(Cl)ccc1N=Cc1nc(-c2cccc3ccccc23)oc1O | -0.3
Cc1ccc(C(=O)c2c(C)[nH]n(-c3ccccc3)c2=O)cc1C | -3.5
CCc1c(C)cc(C(=O)NCc2ccccc2-n2ccnc2)c(=O)n1C | -22.1
Cc1ccccc1C(C)(C)CNC(=O)C(C)S(=O)(=O)C(C)C (configuration not stated) | -0.7
CC(=O)Nn1cnc2c(cnn2-c2ccc(C)c(C)c2)c1=O | -6.4
CCOC(=O)N1CCN(C2CCCN(C(=O)c3cccc(N(C)C)c3)C2)CC1 (configuration not stated) | -0.9
Cc1ccc2c(CC(=O)Nc3cc(F)ccc3C)coc2c1 | -2.8
Cc1cccn2c(CN[C@@H]3CCCC[C@H]3c3ccccc3)c(C(=O)N3CCOCC3)nc12 | -2.5
CN(C)C1(CNC(=O)CN2CCCCCC2=O)CCCCC1 | -7.1
C#CCN(CC1CCCO1)C(=O)NC1CCN(c2cc(Cl)ccc2OC)C1 (configuration not stated) | 5.4

Compounds from the list above that have bromine, in the order listed:
mol | mcGAS RapidFire
CCCC1=NN(C(=O)c2ccc(Br)cc2)C(O)(C(F)(F)F)C1 (configuration not stated) | -21.4
COc1ccc(Br)c(C(=O)Nc2cc(C(=O)NCc3ccccc3OC)ccc2N2CC3CC(C2)c2cccc(=O)n2C3)c1 (configuration not stated) | 0.2
CC(C)CN1CCC(NC(=O)C(C)Oc2ccc(Br)cc2F)CC1 (configuration not stated) | -2.8
Cn1cc(Br)cc1C(=O)NNC(=O)c1cc(Cl)ccn1 | -16.9
CSc1ccccc1NC(=O)Cn1nc(C(F)(F)F)c(Br)c1C | 3.4
O=C(N=Nc1c(O)[nH]c2ccc(Br)cc12)c1cccc(Cl)c1 | 4.7
CC=CC=CC(=O)OCc1cc(=O)n2cc(Br)ccc2n1 | -13.4
CC(C)C1NC(=O)N(c2ccc(Br)cc2)OC1=O (configuration not stated) | -25.7

The list continues:
mol | mcGAS RapidFire
CCN(CCn1cccn1)C(=O)c1cc(COc2ccccc2SC)on1 | 2.1&10.4
CNc1ccc2ncc(-c3cccc(C(=O)N(C)C)c3)n2n1 | -5.2
CC(C)OC(=O)c1ccc(NS(=O)(=O)c2cccc(C#N)c2)cc1 | -5.8
COc1ccc(C(CC(=O)NCc2cn3c(n2)SCC3)c2ccccc2)cc1 (configuration not stated) | 3.5
CC(C)(C)NC(=O)Cn1nc(C2CC2)c2cnn(-c3ccccc3)c2c1=O | -7.6
COc1ccc(C(C)=O)cc1CS(=O)(=O)C(C)c1nc(C)no1 (configuration not stated) | -8.2
CC(C)NC[C@H](O)c1ccc(O)c(O)c1 | 0.0
